Source: PubChem (The Scripps Research Institute Molecular Screening Center)
TEAD-YAP block – TEAD-YAP interaction inhibition. HEK-TIYL cells, TEAD-Gal4/YAP UAS-luciferase luminescence. inhibition, % at 9.12 µM. 640,000 tested, 1.4% active; in the data active = inhibition above about 32%;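 also: 0% = median of test compound wells and 100% = reference inhibitor wells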
MITF primary – blocks human microphthalmia-associated transcription factor; O75030; 650,000 tested, 0.91% active; AlphaScreen MITF homodimerization, bead proximity signal; inhibition, % at 2.6 µM; in the data active = inhibition above about 50%;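 also: 0% = vehicle wells with protein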
GPR151 ag – activators of human GPR151. Q8TDV0. PathHunter beta-arrestin GPR151 cells, luminescence. activation, % at 11.2 µM. 650,000 tested, 1% active; in the data active = activation above about 4.9%;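 also: 0% = median of compound wells and 100% = cells with positive control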
FBW7 act – activators of human E3 ligase FBW7; Q969H0; 650,000 tested, 0.13% active; AlphaScreen FBW7–phospho-cyclin E peptide binding, activator screen; normalized activity (activation), % at 26.1 µM; in the data active = normalized activity above about 1.9%;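 also: purified mutant Fbw7 with reduced substrate affinity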
Target sequence (Q969H0 whole entry, looked up): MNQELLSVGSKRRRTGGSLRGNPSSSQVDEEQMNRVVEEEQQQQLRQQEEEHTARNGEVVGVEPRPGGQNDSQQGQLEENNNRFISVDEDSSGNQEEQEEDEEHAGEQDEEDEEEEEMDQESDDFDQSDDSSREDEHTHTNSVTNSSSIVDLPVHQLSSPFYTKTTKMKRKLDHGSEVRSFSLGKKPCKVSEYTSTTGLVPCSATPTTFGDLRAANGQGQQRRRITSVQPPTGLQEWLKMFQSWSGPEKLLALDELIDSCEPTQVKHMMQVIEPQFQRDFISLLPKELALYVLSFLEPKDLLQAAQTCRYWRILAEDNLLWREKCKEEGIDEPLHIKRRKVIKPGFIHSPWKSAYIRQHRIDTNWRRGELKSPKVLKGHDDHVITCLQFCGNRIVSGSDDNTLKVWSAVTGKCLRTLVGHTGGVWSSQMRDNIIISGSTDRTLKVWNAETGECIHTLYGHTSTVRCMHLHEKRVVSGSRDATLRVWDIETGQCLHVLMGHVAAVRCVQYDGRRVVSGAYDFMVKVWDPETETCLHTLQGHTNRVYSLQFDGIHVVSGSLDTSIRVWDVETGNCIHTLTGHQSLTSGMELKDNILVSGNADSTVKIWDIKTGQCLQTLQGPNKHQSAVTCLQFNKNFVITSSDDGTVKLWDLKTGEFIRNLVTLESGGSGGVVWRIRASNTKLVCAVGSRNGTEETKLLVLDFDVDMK
Active calls of the source: *; & = joins results of further samples.

Molecule	TEAD-YAP block	MITF primary	GPR151 ag	FBW7 act
N#Cc1ccccc1COC(=O)CNC(=O)c1ccccc1	1	-12	-0.9	0.0
CCCSc1nnc2n(N)c(=O)c3ccccc3n12	0	15	-0.2	0.1
CC(=O)c1cccc(N(CC(=O)NC2CCCC2)C(=O)CNC(=O)c2cccs2)c1	0	3	-0.5	0.0
COCCNC(=O)COc1ccc(C)c(C)c1	-7	-15	0.6	0.0
CC1=NN(c2ccc(Cl)cc2)C(=O)/C1=C\c1ccc([N+](=O)[O-])o1	7	-15	-0.7	-0.7
CC(C)(C)C(=O)Nc1nc(-c2ccccc2)ns1	-36	-6	0.5	-0.1
Cc1ccc(C)c2c1sc(=NC(=O)C1=COCCO1)n2C	-14	5	-1.5	0.0
CCOc1ccc(NC(=O)CC2(c3ccc(OC)cc3)C(=O)c3ccccc3C2=O)cc1	12	13	5.4*	0.5
C/C(CC(C)C)=N\Nc1nc(-c2cc3ccccc3oc2=O)cs1	-36	-3	-0.6	0.1
CC1(C)CC(=O)C2=C(C1)N(N1CCOCC1)C(N)=C(C#N)C2c1ccccc1 (configuration not stated)	-1	17	-0.3	0.0
CCCCN1C(=O)CCc2cc(NS(=O)(=O)c3ccc(CC)cc3)ccc21	1	30	-1.8	0.2
CN(Cc1ccc(Br)cc1)S(=O)(=O)/C=C/c1ccccc1	4	-11	-2.2	0.5
Cc1ncoc1C(=O)N1CCCC(CNS(=O)(=O)c2cccs2)C1 (configuration not stated)	13	3	1.3	0.0
COc1ccc(C)cc1NC(=O)Nc1ccc2c(c1)OCCO2	-4	-4	-0.7	-0.1
CCCOc1ccc(C2C(=O)N(C3CCC(C)CC3)CC(=O)N2C2CCCCCCC2)cc1OC (configuration not stated)	-13	-8	1.3	-0.2
Cc1ccccc1NC(=O)Nc1nnc(N2CCCCCC2)s1	0	3	0.7	-0.2
CC(C)(C)c1ccc(NC(=O)COC(=O)c2cc(O)[nH]c(=O)c2)cc1	14	-1	4.2	0.0
O=C(NCc1nnc(SCC(=O)N2N=C(c3cccs3)CC2c2ccc(F)cc2)n1-c1ccccc1)c1ccco1 (configuration not stated)	24	-3	1.3	-0.2
CCN(CC)CCNC(=O)c1cc(S(C)(=O)=O)ccc1OC	-9&6	-2&-13&20	-1.5&0.7&-0.3	0.0&-0.1&1.2
CC(C)n1c(N2CCC(N3CCOCC3)CC2)nc2c(NCCc3ccc(O)cc3)ncnc21	3	3	-0.8	0.3
CCN(CC)CCNC(=O)c1ccc2c(=O)n(CC3CCCO3)c(=S)[nH]c2c1 (configuration not stated)	2	3	-1.5	-0.1
COc1ccccc1NC(=O)c1ccc(Br)c(S(=O)(=O)N2CCCC2)c1	6	-3	2.4	0.1
CC1Cc2ccccc2N1C(=O)CSc1nnc2n(C)c(=O)c3ccccc3n12 (configuration not stated)	2	-2	-0.4	0.9
O=S(=O)(c1ccc2c(c1)OCCO2)N1CCN(Cc2nnc(-c3ccccc3)o2)CC1	-6	0	1.4	-0.3
COCCNCCOc1ccccc1OC	5	12	-0.3	-0.1
COc1cc(/C=N/n2c(C)nnc2-n2nc(C)cc2C)cc(OC)c1O	0	-5	0.4	-0.1
COc1ccc(C2C(C(=O)Nc3cccc(C(F)(F)F)c3)=C(C)NC3=C2C(=O)CCC3)c(OC)c1 (configuration not stated)	4	7	1.4	0.2
O=C(Nc1cccc([N+](=O)[O-])c1)C(Cc1ccccc1)N1C(=O)C2C3CCC(C3)C2C1=O (configuration not stated)	1	-5	-1.8	0.1
CCOC(=O)N1CCN(S(=O)(=O)c2ccc(C(=O)N=c3sc4cc(Cl)ccc4n3C)cc2)CC1	9	3	0.2	0.1
CCOC(=O)CC(=O)CSc1nc2c(sc(=S)n2-c2ccc(Cl)c(C)c2)c(=O)n1-c1ccc(OCC)cc1	0	-17	0.4	0.1
O=C(CSCc1ccc(Cl)cc1)N1CCN(Cc2ccccc2)CC1	-18	-6	-0.7	0.4
CCN1CCN(C(=O)CCc2nnc3ccc(N4CCC(C)CC4)nn23)CC1	-13	-8	0.6	0.1
CCN(CC)c1ccc(/C=N/Nc2nc(N3CCOCC3)nc(N3CCOCC3)n2)cc1	-3	1	0.1	0.0
COc1cc(OC)cc(-n2nc(C(=O)Nc3cc(OC)ccc3OC)c3ccccc3c2=O)c1	-5	5	-1.0	0.8
Cc1ccc(S(=O)(=O)Nc2ccc(Cl)cc2)cc1[N+](=O)[O-]	-1	-7	1.5	0.1
CN(C)CCNc1nc2ccccc2[nH]1	-4	-7	0.4	-0.1
COC(=O)c1ccccc1NC(=O)CN(c1cc(C)ccc1C)S(C)(=O)=O	-5	13	1.1	1.4
c1ccc(Nc2cc(NCc3cccnc3)ncn2)cc1	-8	-6	1.3	-0.2
CN(C)CCn1c(C2COc3ccccc3C2)nc2cc(F)c(-c3cn[nH]c3)cc21 (configuration not stated)	3	1	-0.2	0.1
CCCN(CCC)S(=O)(=O)c1ccc2c(c1)OCCN2C(C)=O	-4	-16	-2.9	0.8
CC(C)NC(=O)NC(=O)COC(=O)c1ccc(OC(F)(F)F)cc1	-6	-2	4.7	0.0
COc1ccccc1/C=C1\Sc2ccccc2C1=O	-36	-4	-1.1	0.0
O=C(COC(=O)C1CCCCC1)Nc1ccc(Cl)cn1	-14	1	0.8	-0.1
CN(C)c1ccc(CN2CCCCC2)cc1	6	-2	1.0	-0.2
N#CCOc1ccc(C2Nc3c(C(=O)O)cccc3C3C4CCC(C4)C23)cc1 (configuration not stated)	5	2	1.2	0.0
COc1ccccc1-n1c(SCC(=O)c2ccc(F)cc2)nc2c(sc(=S)n2CCc2ccccc2)c1=O	-5	-11	-0.5	0.1
O=C(CSc1ccsc1[N+](=O)[O-])N1CCN(c2ncccn2)CC1	-10	-2	-0.1	-0.1
O=C(CCNC(=O)c1ccccc1)NNC(=O)CSc1ccc(Cl)cc1	14	1	0.2	0.1
Cc1ccc(NC(=O)Cc2cn(C)c3ccccc23)nc1	-13	7	2.4	0.1
CC(C)(C)C(=O)N1CCC[C@H]1Cn1nc(-c2cccs2)ccc1=O	-4	-22	0.4	0.0
O=c1c2nnn(-c3ccc(Cl)cc3)c2ncn1Cc1ccccc1Cl	6	10	-0.7	0.7
COc1ccc(F)c(CN2CCN(Cc3ccccc3)C(CCO)C2)c1 (configuration not stated)	-9	13	-0.5	0.1
CCOc1ccc(CC(=O)Nc2sc3c(c2C(=O)OC(C)C)CCCC3)cc1OCC	-17	0	0.7	-0.1
O=C(Oc1ccc(C(=O)c2ccccc2)cc1)c1ccccc1	-8	12	-1.8	0.2
CCCC(CCC(=O)Nc1ccc(C(=O)O)cc1)C(=O)O (configuration not stated)	0	-14	-0.3	0.3
Cc1ccc(NC(=O)COC(=O)[C@H](C)NC(N)=O)c(C)c1	-2	-3	0.0	-0.1
Cn1cc(C(=O)NCCCN2CCOCC2)c2c3ccccc3n(C)c2c1=O	10	-8	-0.1	-0.1
O=C(Cn1c(SCC(=O)N2CCc3ccccc32)nc2ccccc21)NC1CC1	10	-2	0.6	0.2
COc1ccc(NC(=O)Cn2nnc(-c3ccc(CN4CCOCC4)cc3)n2)c(OC)c1	-1	-8	-1.2	-0.1
Cc1cn[nH]c1C1CCCN(S(=O)(=O)/C=C/c2ccccc2)C1 (configuration not stated)	-5	-7	-0.5	-0.1

Arranged by SMILES length (ascending): part of the list above.
Molecule	TEAD-YAP block	MITF primary	GPR151 ag	FBW7 act
Cc1ccc(NC(=O)Cc2cn(C)c3ccccc23)nc1	-13	7	2.4	0.1
CCCC(CCC(=O)Nc1ccc(C(=O)O)cc1)C(=O)O (configuration not stated)	0	-14	-0.3	0.3
O=C(Oc1ccc(C(=O)c2ccccc2)cc1)c1ccccc1	-8	12	-1.8	0.2
COc1ccc(F)c(CN2CCN(Cc3ccccc3)C(CCO)C2)c1 (configuration not stated)	-9	13	-0.5	0.1
O=c1c2nnn(-c3ccc(Cl)cc3)c2ncn1Cc1ccccc1Cl	6	10	-0.7	0.7
Cc1ccc(NC(=O)COC(=O)[C@H](C)NC(N)=O)c(C)c1	-2	-3	0.0	-0.1
Cc1cn[nH]c1C1CCCN(S(=O)(=O)/C=C/c2ccccc2)C1 (configuration not stated)	-5	-7	-0.5	-0.1
CC(C)(C)C(=O)N1CCC[C@H]1Cn1nc(-c2cccs2)ccc1=O	-4	-22	0.4	0.0
O=C(Cn1c(SCC(=O)N2CCc3ccccc32)nc2ccccc21)NC1CC1	10	-2	0.6	0.2
N#CCOc1ccc(C2Nc3c(C(=O)O)cccc3C3C4CCC(C4)C23)cc1 (configuration not stated)	5	2	1.2	0.0
CCOc1ccc(CC(=O)Nc2sc3c(c2C(=O)OC(C)C)CCCC3)cc1OCC	-17	0	0.7	-0.1
COc1ccc(NC(=O)Cn2nnc(-c3ccc(CN4CCOCC4)cc3)n2)c(OC)c1	-1	-8	-1.2	-0.1
COc1ccccc1-n1c(SCC(=O)c2ccc(F)cc2)nc2c(sc(=S)n2CCc2ccccc2)c1=O	-5	-11	-0.5	0.1

Additional structures.
Molecule	TEAD-YAP block	MITF primary	GPR151 ag	FBW7 act
COc1cccc(NC(=O)c2sc3nc4c(c(-c5cccs5)c3c2N)CCCC4)c1	-2	1	0.8	0.0
O=C(O)c1cccc(NS(=O)(=O)c2ccc3c4c(cccc24)C(=O)N3)c1	-1	-6	0.6	0.1
O=C(Nc1ccc2oc(-c3cccc(Cl)c3Cl)nc2c1)c1ccc(F)cc1	-14	3	0.1	0.0
O=S(=O)(NCc1cccc2ccccc12)c1ccccc1	-17	13	3.2	0.0
O=S(=O)(c1ccccc1)N1CCC(c2nc3ccccc3[nH]2)CC1	6	-1	-1.8	0.0
O=C(Cn1cnc2c(nnn2-c2ccccc2)c1=O)N1CCCCCC1	-5	-1	1.9	-0.2
O=C1C2C(C(=O)N1/N=C/c1cc([N+](=O)[O-])ccc1O)C1C=CC2C12CC2 (configuration not stated)	4	17	0.8	0.2
CC(C)C(O)(C(=O)NNc1ccccc1)C(C)C	3	4	1.3	0.0
O=C(Nc1cccc(Cl)c1)c1ccc([N+](=O)[O-])cc1Cl	-45	1	-1.1	0.1
Cc1cc(N2CC(C(=O)Nc3nccs3)CC2=O)ccc1C(C)C (configuration not stated)	2	9	-1.3	0.0
Cc1ccc(C(=O)N2CCC(C(N)=O)CC2)cc1S(=O)(=O)Nc1cccc(C)c1C	0	8	0.9	-0.1
COc1ccc(NC(=O)C(NC(=O)C2CCCCC2)C(C)C)cc1 (configuration not stated)	-6	-5	-0.2	0.0
CCOc1nc(C#N)nc(N2CCOCC2)n1	-6	15	-1.8	0.5
O=C(O)c1ccc(NC(=O)c2cc(S(=O)(=O)N3CCCC3)c(Cl)cc2Cl)cc1	-7	-1	-0.7	0.0
c1ccc2c(c1)ncn2Cc1noc(C2CCCO2)n1 (configuration not stated)	-2	10	0.4	-0.1
Cc1cc(N2CCN(C(=O)c3c(F)cccc3F)CC2)c(F)cc1[N+](=O)[O-]	23	-6	1.4	-0.1
Cc1oc2ccc(O)cc2c1C(=O)c1ccc(F)cc1	-2	15	1.0	0.1
O=c1[nH]n(-c2cccc3cccnc23)c(=O)c2ccccc12	-3	3	-0.4	0.0
O=C(c1nc2ccccc2s1)N1CCN(c2nc3ccccc3s2)CC1	-1	14	0.4	0.0
CCOc1ccc2nc(C)cc(Nc3ccc(N(C)C)cc3)c2c1	20	17	0.7	-0.4
CC(NC(=O)CCc1ccccc1)c1nnc2n1CCN(Cc1ccc3c(c1)OCO3)CC2 (configuration not stated)	10	14	2.0	0.1
Cc1cc(-n2c(C)nc3ccccc3c2=O)ccc1NC(=O)CC(C)C	-5	3	1.6	0.2
O=C(OCC(=O)N1CCCC1=O)c1ccc2c(c1)OCO2	-1	-10	-1.5	-0.1
N#C/C(=C\c1[nH]c2ccccc2c1O)C(N)=NCc1ccccc1	1	8	0.8	0.1
NC(=O)c1ccc(-c2nc(NCCO)c3ncn(C4CCCCC4)c3n2)cc1	24	0	-1.7	0.1
CCOC(=O)CCC(=O)c1ccc(OCC)cc1	-33	1	-1.7	0.1
O=C(NC(=O)c1c(Cl)cc(Cl)nc1Cl)Nc1ccc(Cl)cc1	1	4	-0.8	-0.1
CC(C(=O)Nc1ccc(Br)cc1)n1cnc2ccccc2c1=O (configuration not stated)	0	20	-0.1	0.1
CCOC(=O)c1cc(S(=O)(=O)N2CCc3ccccc3C2)cn1C	0	-3	-1.0	0.0
O=C(c1ccccc1Cl)N(Cc1ccsc1)C1CC1	10	2	1.5	-0.2
COC(=O)c1ccc(/C=N\N2CCN(c3ccc(Cl)cc3)CC2)cc1	11	-8	-0.6	-0.2
O=C(Nc1ccc(-c2cn3ccccc3n2)cc1)c1ccncc1	-37	-6	-1.4	-0.2
COc1ccc(NC(=O)Nc2cccc([N+](=O)[O-])c2C)cc1OC	-7	1	-0.5	-0.1
COc1ccccc1N(CC(=O)NCc1ccccc1)C(=O)CCC(=O)Nc1ccccn1	-2	13	-1.0	-0.1
CC1(C)c2ccccc2N(CC(=O)NCc2ccccc2)C12C=Cc1c(ccc3ccccc13)O2 (configuration not stated)	-9	6	0.9	0.0

No enrichment for hits (roughly 3.4% active in at least one column).
